Screening data from PubChem BioAssay.
S1P1 ag: S1P1 (human) receptor agonism; P21453; S1P1 agonist cell-based reporter assay; activation, % at 4.5 µM; 16,000 tested, 1.5% active; in the data active means activation above about 80%
rat GALR2 ag: GALR2 (rat) receptor agonism; activation, % at 10 µM; O08726; 16,000 tested, 0.5% active; cell-based GALR2 agonist screen; AID 833; in the data active means activation above about 15%
TLR4 MyD88 blk: blocks binding of human TLR4 to MyD88 | O00206 | Cell-based TLR4-MyD88 binding inhibition assay | inhibition, % at 10 µM | 16,000 tested, 0.06% active | AID 811; in the data active means inhibition above about 45%
NOTCH agonist: agonists of NOTCH signaling; NOTCH signaling luciferase reporter cells, luminescence; 15,000 tested, 0.4% active; activation, % at 2.5 µM; AID 434982; in the data active means activation above about 2.2%
Nox1 inh: inhibitors of human NADPH oxidase 1 (Nox1) | Q9Y5S8 | HT29 cells, luminol chemiluminescence ROS | inhibition, % at 6.7 µM | 16,000 tested, 0.81% active | AID 1792
Target sequence (Q9Y5S8 whole entry, looked up): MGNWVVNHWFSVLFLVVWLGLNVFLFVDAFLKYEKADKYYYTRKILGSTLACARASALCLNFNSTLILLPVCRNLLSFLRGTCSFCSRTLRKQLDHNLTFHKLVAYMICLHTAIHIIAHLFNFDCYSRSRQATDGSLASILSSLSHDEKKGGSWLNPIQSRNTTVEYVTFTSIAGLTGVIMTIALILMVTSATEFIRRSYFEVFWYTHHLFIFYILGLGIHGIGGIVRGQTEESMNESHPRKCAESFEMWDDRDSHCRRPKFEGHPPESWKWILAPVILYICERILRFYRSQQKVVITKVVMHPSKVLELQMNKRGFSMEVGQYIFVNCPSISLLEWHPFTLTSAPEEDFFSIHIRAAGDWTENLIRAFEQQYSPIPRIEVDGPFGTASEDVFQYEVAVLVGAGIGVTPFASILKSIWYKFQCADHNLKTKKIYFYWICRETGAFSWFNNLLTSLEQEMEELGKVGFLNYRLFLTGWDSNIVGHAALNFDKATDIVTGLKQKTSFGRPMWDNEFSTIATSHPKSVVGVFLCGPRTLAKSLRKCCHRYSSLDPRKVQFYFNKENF
Luminol counter: quenches luminol chemiluminescence in Nox1 counter-screen. AID 1823. 16,000 tested, 0.4% active. inhibition, % at 6.7 µM. HRP/luminol/H2O2 chemiluminescence counterscreen; further: reference of the scale not given here
KOR antag MB: antagonists of human kappa opioid receptor OPRK1, Maybridge library; OPRK1 cells, antagonist mode, fluorescence readout; inhibition, % at 9 µM; 16,000 tested, 0.4% active; in the data active means inhibition above about 50%
PME-1 Maybr inh: PME-1 (human) inhibition, Maybridge primary screen; Q9Y570; recombinant PME-1, FP-Rh probe fluorescence polarization; inhibition, % at 9 µM; 16,000 tested, 0.5% active; AID 2291; in the data active means inhibition above about 30%
Starred values were filed as active, the others as inactive; . = no result given. Unless noted, no stated cut-off is given here; in the data, active means inhibition above about 75%; inactive means the rest.

molecule,S1P1 ag,rat GALR2 ag,TLR4 MyD88 blk,NOTCH agonist,Nox1 inh,Luminol counter,KOR antag MB,PME-1 Maybr inh
Cc1cc(C(=O)ONC(=O)c2ccccc2)nn1-c1cc(Cl)ccc1Cl,-13,-7,2,-0.4,-24,-4,16,-1
O=S(=O)(Cc1cccc(C(F)(F)F)c1)N1CCCCC1,-10,-7,-7,-0.6,3,-6,5,7
COc1cc(Br)c(C(=O)O)cc1OC,9,-2,-3,-0.2,27,-4,25,6
CC(C)(C)CC(C)(C)NC(=O)C(Cl)Cl,3,-6,-4,-0.4,-28,-3,-1,2
CC(=O)OC[C@H]1O[C@@H](N2CCCCC2)[C@H](OC(C)=O)[C@@H](OC(C)=O)[C@@H]1OC(C)=O,20,3,10,0.1,10,-6,8,7
O=C(Nc1cccc(-c2nnco2)c1)c1ccc([N+](=O)[O-])cc1,-4,-8,-10,-0.7,-25,3,17,0
Cc1nc(S(=O)(=O)NCCNc2ccc(-c3ccc(F)cc3)nn2)cn1C,-1,-5,2,0.5,-44,1,-3,4
O=C1CCC(=O)N1c1ccc(S(=O)(=O)Oc2cccc(C(F)(F)F)c2)cc1,-9,-4,-8,-0.7,-20,0,-32,3
CSc1ccc(C2C(C#N)=C(N)OC3=C2CCc2ccccc23)cc1 (stereo not drawn),14,-7,-4,-0.7,-55,-1,8,23
Cc1ccccc1NC(=O)NCc1ccc2c(c1)CCO2,13,-1,1,-0.3,39,-4,12,9
CCOC(=S)SCc1nc(-c2ccc(Cl)cc2)no1,1,-8,-6,0.5,-24,1,-6,-1
COc1cccc(OC)c1C(C)(O)C(OC)OC (stereo not drawn),2,-3,-1,-0.5,-29,2,1,0
CSc1nc(C2CC2)nc(C2CC2)c1C#N,0,-6,1,-0.2,-31,1,0,-2
COc1cc(Cl)c(NC(=O)c2cccc(C(F)(F)F)c2)c(OC)c1,16,-2,-6,-0.5,-8,-8,-5,7
CC(C)(C)NC(=O)NCC(c1ccc[nH]1)C(F)(F)F (stereo not drawn),7,-7,6,-0.3,1,-2,3,5
Cc1nnc(-c2ccc(C(F)(F)F)cn2)nc1C,10,-8,-1,-0.9,-37,1,20,-7
CCOC(=O)c1c(NC(=S)Nc2cc(C)nn2-c2ccccc2)sc(C)c1C,10,-9,2,-0.1,-77,1,-10,2
O=C(O)c1nccnc1-c1nc2ccccc2c(=O)[nH]1,-7,-6,-4,-0.2,24,-6,15,3
Cn1c(SCC(=O)N/N=C/c2ccc3c(c2)OCO3)nnc1-c1ccccc1,-5,-6,6,-1.2,-51,4,15,-5
Cc1cccc(NNC(=O)C2CCC2)c1,1,3,4,-0.9,28,101*,14,-2

Carrying on:
molecule,S1P1 ag,rat GALR2 ag,TLR4 MyD88 blk,NOTCH agonist,Nox1 inh,Luminol counter,KOR antag MB,PME-1 Maybr inh
C=CCNC(=S)N(CCC#N)C1CCCCC1,9,-9,5,0.0,-47,1,6,-1
CN1c2ccccc2C(O)=C(C(=O)Nc2ccc(OC(F)(F)F)cc2)S1(=O)=O,12,-6,4,0.2,14,-3,4,-14
CSc1c(C#N)c(-c2cccs2)nn1C,-32,-1,-10,0.7,-46,2,5,-1
O=c1nc(Nc2ccc(OC(F)(F)F)cc2)oc2ccccc12,-1,-6,-11,-0.9,-56,-3,-9,3
Cc1ccc(C)c(CSc2nc(C3CCCCC3)c(C#N)c(=O)[nH]2)c1,97*,-6,3,0.0,54,2,-2,-16
COC(=O)c1sc(N(C)C)c(C#N)c1-c1ccc(Cl)cc1,-2,-8,-9,-0.9,-32,3,20,-4
Brc1ccc(Br)c2ccccc12,10,-4,15,0.2,22,-5,6,3
Cc1c(C)c(NC(=O)/C=C/C(=O)O)c(C)c(C)c1NC(=O)/C=C/C(=O)O,5,-2,-3,-0.1,-10,3,-2,3
NC(=O)C1CC1(Cl)Cl (stereo not drawn),-4,-5,6,-0.9,-50,1,14,0
Cc1nn(Cc2cccc(C(N)=O)c2)c(C)c1Br,-6,-6,-4,0.3,-31,3,-6,-2
N/C(=N\OC(=O)c1ccc(C#Cc2ccccc2)o1)c1cnccn1,14,-6,1,-0.1,28,-7,8,-7
CSc1nc(NC(=O)NS(=O)(=O)c2ccccc2Cl)nc(C2CC2)n1,8,-4,8,0.4,-24,4,-399,-4
N#Cc1cn(CCSc2cc(C(F)(F)F)nc3ccccc23)c(=O)[nH]c1=O,-3,-4,-1,-0.8,-2,-8,-9,6
CC(=O)Nc1ccc(OCc2ccc3ccccc3n2)cc1,-6,-4,-6,-0.5,-52,-1,6,-2
Cc1nc(-c2nc(C(=O)NN(S(C)(=O)=O)S(C)(=O)=O)cs2)cs1,6,-5,-5,-0.8,41,8,2,8
CCC(=O)Nc1nc(NC(=O)CC)nc(-c2ccccc2Oc2ccc(Cl)cc2Cl)n1,-19,-1,-9,-0.5,-21,-2,-4,1
CCC1NC(C(=O)O)CS1 (stereo not drawn),-2,2,-5,0.0,6,-3,2,3
COc1ccc(-c2cc(C(F)(F)F)nc(N)n2)cc1,50,-3,-2,-1.0,-2,-4,-4,6
O=C(Nc1ccc(Cl)cc1)C1CC(=O)N(CCc2ccc(Cl)cc2)C1 (stereo not drawn),23,-4,2,-0.7,18,-6,-6,7
COc1ccc(CN2C(=O)CNC2=O)cc1,8,-5,-1,-6.4,27,-7,9,3

Next part:
molecule,S1P1 ag,rat GALR2 ag,TLR4 MyD88 blk,NOTCH agonist,Nox1 inh,Luminol counter,KOR antag MB,PME-1 Maybr inh
CCOC(=O)c1cnc2c(F)cc(F)cc2c1Sc1ccc(Cl)cc1,3,-2,-1,-0.8,25,-4,13,4
CC(C)(C)CC(=O)Oc1ccc(-c2n[nH]nc2C#N)cc1,26,-6,-10,-0.3,-9,-18,1,-12
O=C(c1ccc(F)cc1)C1CC1C(=O)c1ccc(F)cc1 (stereo not drawn),2,-5,-1,-0.2,16,-8,21,9
CC(C)n1c(C(F)(F)F)nc2cc(C(=O)O)ccc21,-5,-3,-3,-0.6,15,-5,2,5
O=c1[nH]cnc2c1sc1nnc(-c3ccccc3)c(-c3ccccc3)c12,10,-5,.,-0.1,0,-5,7,5
CCn1nc(C)cc1C(=O)O,-18,-1,-7,-0.3,5,-23,11,1
O=C1CCC(=O)N(c2ccccc2)N1,11,-4,12,-0.1,6,-7,15,4
CCCCC#Cc1ccc(C(=O)NNC(=O)Nc2cc(Cl)cc(Cl)c2)o1,3,-1,8,-0.3,-38,2,2,-55
O=C1NCCCC1c1n[nH]c(=S)n1Cc1ccccc1 (stereo not drawn),-3,-4,6,-0.1,-21,20,-7,2
O=C(Nc1cccc(C(F)(F)F)c1)c1cccc(C(F)(F)F)n1,48,-9,1,0.7,-39,2,-4,0
Nc1ncnc(SCc2nc(-c3ccc(OC(F)(F)F)cc3)no2)n1,4,-7,1,-1.1,18,0,-4,-4
Cc1c(C(=O)Cn2nnc(N3CCOCC3)n2)c(C)c([N+](=O)[O-])c(C(C)(C)C)c1[N+](=O)[O-],38,-6,-4,0.0,64,-2,-6,2
O=C(O)C1Cc2ccccc2-c2ccccc2C1,2,-6,1,-5.7,-48,3,9,-1
O=C(CSc1nc2c(c(=O)[nH]1)CSC2)c1ccc(Cl)cc1,7,-3,15,-1.0,-30,8,3,-4
CN(C)/C=C(\C#N)C(=O)Nc1ccc(Cl)cc1Cl,1,-6,1,-0.3,-22,1,5,3
Clc1snnc1COc1ccc2c(c1)OCO2,2,-3,-10,-0.1,16,-1,9,3
CC(C)(C)c1ccc2cc(C#N)c(C#N)cc2c1,-7,-5,-4,-0.6,-48,-1,-5,1
O=C(CS(=O)(=O)Nc1ccc(F)cc1Cl)Nc1ccc(F)cc1Cl,4,-8,-3,-0.9,-7,-6,-390,5
Cn1c(C(F)(F)F)nnc1S(=O)(=O)Cc1ccc(-c2csnn2)cc1,15,-5,4,-0.1,-31,-5,11,0
N/C(CS(=O)(=O)c1cccs1)=N\OS(=O)(=O)c1ccccc1C(F)(F)F,18,-3,2,-0.3,-26,4,7,-4

The results go on.
molecule,S1P1 ag,rat GALR2 ag,TLR4 MyD88 blk,NOTCH agonist,Nox1 inh,Luminol counter,KOR antag MB,PME-1 Maybr inh
CSc1nsc(SC)c1C(=O)NC(=O)NNc1ccc(F)c(Cl)c1,-21,-3,5,-0.3,-37,2,-6,-1
Cc1c(S(=O)(=O)N2CCCc3ccccc32)cnn1-c1ccccc1,3,-7,7,-0.7,-26,-2,9,3
N#C/C(=C\c1cc(C#Cc2ccccc2)cs1)C(=O)c1ccco1,-6,5,1,-0.4,-42,1,-2,7
CC(=O)NC(=O)/C(C#N)=C/Nc1ccccc1OC(F)(F)F,-7,-3,-1,-0.7,-32,-1,-6,1
O=C(Nc1ccc(Cl)cc1)Oc1ccccc1N1CCSCC1,3,-3,-10,-0.4,92*,4,8,-2
Cc1nc(-c2nnc(SCC(=O)c3ccc(F)cc3)n2C)cs1,-4,-7,7,-0.6,-15,2,12,4
O=C(O)COCC(=O)N1CCN(c2ncccn2)CC1,7,-6,-3,-0.3,-24,1,4,0
FC(F)(F)c1cc(/C=C/c2noc(CN3CCCC3)n2)cc(C(F)(F)F)c1,46,-3,-4,-0.5,-14,9,-31,0
O=C(c1ccc(Br)cc1)c1cc2c(cc1Br)OCCCO2,-5,-5,-15,0.5,-6,-7,18,-1
O=c1oc2c(-c3ccccc3)n[nH]c(=O)c2c2c1CCC2,0,-8,-3,.,-5,-2,-1,17
O=C(O)CCC1CCCCCCCCCCC1,-4,-4,-5,-0.2,-26,0,-5,0
N#Cc1c(-c2ccccc2)c(-c2ccccc2)n[nH]c1=O,20,-3,1,-0.3,-46,6,20,-1
O=C1CS/C(=N\N=C\c2ccccc2O)N1c1cccc(F)c1,-1,-5,-12,0.1,13,-4,24,6
O=C(CN1CCN(Cc2ccccc2)CC1)Nc1ccccc1Oc1ccccc1,-27,-7,-13,-0.6,-68,0,2,14
CCOC(=O)c1csc(N/N=C2\CCc3ccccc32)n1,-12,-7,-4,0.0,42,4,-8,61*
O=[N+]([O-])c1ccc(Nc2ccc(F)cc2)cc1,12,-7,5,-0.4,-19,5,-17,-3
